Tau fibril ThT – qHTS for Inhibitors of Tau Fibril Formation, Thioflavin T Binding; Potency, µM (doses to about 57.4 µM), for the others: at the highest dose activity, negative = inhibition, hits mostly inhibitors; Microtubule-associated protein tau (Homo sapiens), P10636; recombinant tau K18 P301L, heparin-induced fibrillization, ThT fluorescence; AID 1460, 2008; 270,000 tested, 2.1% active; note: % is set by controls: 0 for no effect and ±100 for the full control effect; nearly all actives have a fitted effect of over 55% in size
Target sequence (P10636 561-689 P618L limits assumed): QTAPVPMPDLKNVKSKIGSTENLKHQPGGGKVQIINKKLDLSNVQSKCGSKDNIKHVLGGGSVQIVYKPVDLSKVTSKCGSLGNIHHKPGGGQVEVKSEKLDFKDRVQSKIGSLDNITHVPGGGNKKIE
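In this qHTS, human K18 P301L tau is incubated with compound and heparin for 6 hr at 37 C, and Thioflavin T fluorescence then reports fibril load.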
TRb-SRC2 inh – qHTS for Inhibitors of the Interaction of Thyroid Hormone Receptor and Steroid Receptor Coregulator 2; Potency, µM (highest dose often 106 µM), without a hit: top-dose activity change, negative = inhibition, hits mostly inhibitors; TRbeta-SRC2 peptide binding, fluorescence polarization; receptor liganded with 1 µM T3; Thyroid hormone receptor beta (Homo sapiens), P10828; 280,000 tested, 0.065% active;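 note: plate controls were bound peptide for no effect and peptide without receptor for full effect; nearly all actives have a fitted effect of over 50% in size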
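TRb LBD 0.6 uM + Texas Red SRC2 peptide 20 nM, 1 uM T3, Tris buffer w/ 5% DMSO; compound pinned, 5 h RT; FP read ex 555/em 632; normalized to unbound and bound controls.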
L3MBTL1 block – qHTS Assay for the Inhibitors of L3MBTL1; 230,000 tested, 0.66% active; Potency, µM (top dose mostly 57.1 µM), inactives show at the highest dose activity, negative = inhibition, usual class: inhibitors; AlphaScreen L3MBTL1–H3K9me1 peptide binding; Lethal(3)malignant brain tumor-like protein 1 (Homo sapiens), Q9Y468; note: % is set by controls: 0 for no effect and ±100 for the full control effect; nearly all actives have a fitted effect of over 60% in size
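L3MBTL1 50 nM + b-AHA-H3(1-15)K9me1 75 nM, 30 min RT; compound added, 30 min RT; streptavidin donor/Ni-chelate acceptor beads 10 ug/mL each final, 30 min RT dark; AlphaScreen read.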
Tau fluor cs – Counterscreen qHTS for Inhibitors of Tau Fibril Formation, Fluorescence Polarization; tau K18 P301L (four-repeat tau fragment) Alexa594 fluorescence, heparin fibrillization; Potency, µM (top dose mostly 57.7 µM), inactives show at the top dose activity change, negative = decrease; 280,000 tested, 0.93% active; AID 1463, 2008; note: % is set by controls: 0 for no effect and ±100 for the full control effect; nearly all actives have a fitted effect of over 55% in size
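Human K18 P301L tau (15 uM unlabeled plus 0.24 uM Alexa 594-labeled, final) in 100 mM sodium acetate pH 7 was mixed with compound and 20 uM heparin and incubated 6 hr at 37 C.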
RECQ1 inh – qHTS Assay for Inhibitors of RecQ-Like Dna Helicase 1 (RECQ1) | RECQ1 DNA unwinding, red fluorescence kinetic read | Potency, µM (titrated, usually from 57.3 µM), inactives show at the top dose activity, negative = inhibition, hits mostly inhibitors | 240,000 tested, 0.54% active | ATP-dependent DNA helicase Q1 (Homo sapiens), P46063;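 note: plate controls were vehicle for no effect and no enzyme for full effect; nearly all actives have a fitted effect of over 30% in size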
Target sequence (P46063 whole entry, looked up): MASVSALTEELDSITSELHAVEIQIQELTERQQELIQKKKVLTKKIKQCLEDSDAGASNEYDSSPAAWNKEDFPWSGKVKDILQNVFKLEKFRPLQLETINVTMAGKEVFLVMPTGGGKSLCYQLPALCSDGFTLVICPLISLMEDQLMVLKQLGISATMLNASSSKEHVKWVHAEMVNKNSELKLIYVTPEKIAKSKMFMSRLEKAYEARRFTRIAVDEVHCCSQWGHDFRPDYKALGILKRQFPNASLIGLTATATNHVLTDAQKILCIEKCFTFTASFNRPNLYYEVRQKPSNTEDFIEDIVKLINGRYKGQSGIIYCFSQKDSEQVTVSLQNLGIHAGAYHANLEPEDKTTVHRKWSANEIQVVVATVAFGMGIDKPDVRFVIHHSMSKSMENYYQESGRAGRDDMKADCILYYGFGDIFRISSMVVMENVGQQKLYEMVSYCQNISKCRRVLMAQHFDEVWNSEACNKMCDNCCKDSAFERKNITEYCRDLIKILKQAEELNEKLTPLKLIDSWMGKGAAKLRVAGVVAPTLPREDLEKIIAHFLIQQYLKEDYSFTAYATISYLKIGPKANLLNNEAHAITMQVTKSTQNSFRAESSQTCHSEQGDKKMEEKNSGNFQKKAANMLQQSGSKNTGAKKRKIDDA
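RECQ1T1 50 nM; forked duplex (20 bp + 30-nt ss tails) 200 nM, ATP 2 mM final; pH 8.0, 2 mM MgCl2, 2.5 ug/ml poly(dI-dC); 15 min compound preincubation; discontinuous kinetic read over 2 h at RT.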
Tau fibril FP – qHTS for Inhibitors of Tau Fibril Formation, Fluorescence Polarization. 280,000 tested, 0.39% active. K18 P301L tau heparin fibrillization, Alexa594 FP, 6 h. Microtubule-associated protein tau (Homo sapiens), P10636. Potency, µM (titrated, usually from 57.7 µM), without a hit: at the highest dose activity, negative = inhibition, most hits filed as inhibitors. AID 1468, 2008; note: % is set by controls: 0 for no effect and ±100 for the full control effect; nearly all actives have a fitted effect of over 55% in size
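Human K18 P301L fragment (15 uM unlabeled plus 0.24 uM Alexa 594-labeled) in 100 mM sodium acetate pH 7 with compound, aggregation induced by 20 uM heparin for 6 hr at 37 C. ThT (30 uM) added for 1 hr, then Alexa 594 FP read.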
TexasRed fluor – Total Fluorescence Counterscreen for Inhibitors of the Interaction of Thyroid Hormone Receptor and Steroid Receptor Coregulator 2 | 280,000 tested, 0.29% active | TRb/SRC2 Texas Red total fluorescence interference | Potency, µM (series often up to 106 µM), without a hit: at the highest dose fluorescence change, negative = quenching; active = well fitted curve in either direction with a large enough effect; inconclusive = small, poorly fitted or top-dose-only effect; note: % is set by controls: 0 for no effect and ±100 for the full control effect
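Flags fluorescent or light-absorbing compounds by total fluorescence, S + 2P, at 555 nm excitation and 632 nm emission. Mixture: 20 nM Texas Red SRC2 peptide, 0.6 uM human TRb LBD, 1 uM T3, 5% DMSO; compound exposure 5 h at ambient temperature.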
HTT ATP protect – qHTS Multiplex Assay to Identify Dual Action Probes in a Cell Model of Huntington: Cytoprotection (ATP); Potency, µM (titrated, usually from 56.4 µM), for inactives: cytoprotection (ATP increase), hits mostly activators; 230,000 tested, 0.14% active; PC12 HTT-Q103 induced, cytoprotection, ATP luminescence, 40 h;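 note: % of control where 0% means no effect; nearly all actives have a fitted effect of over 45% in size; toxic huntingtin expression switched on by the ecdysone agonist tebufenozide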
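Stable PC12 Q103-GFP cells in serum-supplemented, phenol red-free DMEM; induction by tebufenozide at 100 nM final; compound dose series; cell viability quantified luminescently from ATP.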
Numbers without * were called inactive; i = inactive; ? = inconclusive; . = not tested or not shown; [ ] = dose if it differs, or a comment. Unless noted, calls come from the whole dose curve; as a rule, active = well fitted curve in the direction sought with a large enough effect; inconclusive = small, poorly fitted or top-dose-only effect, or another doubt; inactive = no such curve, though single readings can be large; an effect the other way counts as inactive or inconclusive. Potency is the fitted concentration of half-maximal effect. Not all compounds are listed. The share of hits here may be higher or lower than overall.

SMILES | Tau fibril ThT | TRb-SRC2 inh | L3MBTL1 block | Tau fluor cs | RECQ1 inh | Tau fibril FP | TexasRed fluor | HTT ATP protect
Cc1cc(NC(=S)Nc2ccc(C)c(Cl)c2)n[nH]1 | -11% | -8% | -19% | -21% | i | -3% | -2% | -65%
CC(C)(C)CC(=O)NCc1ccc(F)cc1 | -10% | 6% | . | -6% | -1% | -2% | 1% | -9%
O=C1C(Cl)=C(Nc2ccc3cn[nH]c3c2)C(=O)c2ccccc21 | 1.8µM* | -7% | . | 1.4µM*[quencher] | -20% | 7.9µM* | -13% | -98%[inhibitor][10 µM]
CCC(=O)Oc1ccc(C(=O)Nc2ccc([N+](=O)[O-])cc2)cc1 | ? | 4% | 13% | -17% | 8% | 12% | -5% | -7%
Cc1ccc(-c2nc(NCc3ccco3)n(C(=O)c3ccco3)n2)cc1 | 0% | 2% | . | -24% | -6% | -13% | -4% | -27%
CC(=O)Nc1ccc(C2(O)COc3ccccc3O2)cc1 (configuration not stated) | -14% | 3% | 3% | -5% | -6% | 5% | -1% | 5%[10 µM]
Cc1ccc(CNC(=O)COc2ccc(S(=O)(=O)NC(C)C)cc2)cc1 | -2% | -22% | . | -5% | 1% | 0% | 0% | -3%
COc1ccc(CC(C)NS(=O)(=O)c2ccc3c(c2)CCN3S(C)(=O)=O)cc1OC (configuration not stated) | 1% | -5% | . | -3% | . | 1% | 7.1µM*[quencher] | .
Cc1ccc(NC(=O)CCN2CCN(C/C=C/c3ccccc3)CC2)cc1 | -5% | -7% | . | -14% | -17% | -6% | -5% | 10%
Cc1c(Cl)cccc1-c1ccc(CNc2ccc3[nH]c(=O)[nH]c3c2)o1 | ? | 4% | . | ? | . | ? | -6% | .
Cc1onc(-c2c(Cl)cccc2Cl)c1C(=O)NCCCN1CCOCC1 | 0% | -8% | . | 4% | -1% | 7% | -2% | 2%[0.074 µM]
O=S1(=O)CC(O)C(Nc2ccccc2Cl)C1 (configuration not stated) | 5% | -22% | . | 6% | -11% | 6% | 1% | 15%
CCC1CCCCN1CCCNC(=O)C1CCC(=O)N1Cc1ccc(C)cc1 (configuration not stated) | -12% | -5% | 0% | 3% | -1% | -2% | -2% | -30%
CC(=O)N1CCc2cc(S(=O)(=O)NC(CC(C)C)C(=O)NCCc3cccc(C)c3)ccc21 (configuration not stated) | -2% | -3% | . | -14% | . | -5% | 0% | .
COc1ccccc1CNc1ccc(-c2nc(C(C)C)no2)cc1[N+](=O)[O-] | -3% | -1% | . | -9% | . | 4% | -1% | .
CCC(C)(C(=O)NC1CCCC1)N(Cc1cccs1)C(=O)Cc1cccs1 (configuration not stated) | -16% | 6% | . | -6% | -5% | 4% | 3% | 2%
C/C(=N\NC(=O)C1COc2ccccc2O1)c1ccc(C)o1 (configuration not stated) | ? | -4% | . | -9% | i | 6% | 2% | -10%
COc1ccc([N+](=O)[O-])cc1NC(=S)NC(NC(=O)Cc1ccc(OC)c(OC)c1)C(Cl)(Cl)Cl (configuration not stated) | -4% | -4% | 4% | -27% | -12% | -15% | 1% | -48%[inhibitor]
CC(C)(C)n1ncc2c(=O)n(CC(=O)NCc3ccccc3Cl)cnc21 | -3% | -11% | 5% | 0% | -1% | -2% | -2% | -8%
Cc1ccc(S(=O)(=O)N/N=C/c2cc(Br)c(C)o2)cc1 | -22% | 0% | -5% | -13% | i | -2% | -1% | 18%
CN(C)c1cccc(C(=O)NCc2ccccc2)c1 | -4% | 8% | -7% | -1% | -7% | 9% | 3% | -17%[10 µM]
O=C(Cc1cccs1)N(Cc1ccco1)C1(C(=O)NC2CCCCC2)CCCCC1 | -18% | -22% | . | -6% | i | 3% | 0% | -21%
CCCCC/C=C\C/C=C\CCCCCCCC(=O)NCCc1ccc(O)c(O)c1 | -10% | 3% | . | -21% | 10% | 5% | -1% | 15%
COc1cccc(NC(=O)NCCc2ccc(Cl)cc2)c1 | 11% | -1% | 0%[11.4 µM] | 7% | 3% | 6% | 0% | -21%
[O-][n+]1c2c(c3c4non(O)c4ccc31)CCCC2 | 14µM* | -1% | . | ? | i | 10% | -8% | -41%[inhibitor]
Cc1ccc(-c2nnc(SCC(=O)NNC(=O)COc3ccccc3C)n2C)cc1 | 6% | -2% | 7% | 3% | -14% | -4% | 0% | 4%[10 µM]
CCOc1ccc(-n2c(C)nc3cc(C(=O)NCCN4CCOCC4)ccc32)cc1 | -1% | -7% | ? | 2% | -2% | 4% | -5% | 15%[10 µM]
CC(=O)N1CCc2cc(Br)cc(S(=O)(=O)CCC(=O)N3CCN(c4ccccc4Cl)CC3)c21 | -12% | 6% | . | -10% | . | 4% | -3% | .
O=C(CCN1C(=O)c2ccncc2C1=O)Nc1cc(F)ccc1F | -8% | -2% | . | -3% | i | -6% | 0% | 5%
COc1ccc(N2CCN(C(=O)c3ccc4nc(N5CCCCC5)sc4c3)CC2)cc1 | -14% | -15% | -15% | -6% | -11% | 5% | 2% | -4%[10 µM]
CC(C)NC(=O)C1CC(=O)N(C(C)c2ccccc2)C1 (configuration not stated) | -14% | -15% | . | -17% | -9% | -4% | -1% | 6%
Cc1ccc(C)c(-c2nnc(NC(=O)c3ccc4c(c3)OCCO4)o2)c1 | ? | 2% | . | -8% | . | -6% | -1% | .
O=C(Nc1cccn(Cc2c(Cl)cccc2Cl)c1=O)C1CC1 | -5% | -5% | . | -2% | i | 3% | -2% | -18%
O=C(Cc1ccc(F)cc1)Nc1cccc(-c2ccc3nncn3n2)c1 | -18% | -4% | . | -12% | -3% | -6% | 0% | -19%
N=C(N)SCP(=O)(c1ccccc1)c1ccccc1 | ? | -8% | 1% | -3% | 11% | ? | -1% | 12%[10 µM]
C/C(=C\c1ccccc1)CN1CCN(Cc2ccc(C)o2)C(CCO)C1 (configuration not stated) | 1% | -2% | -11% | 1% | 15% | 9% | -4% | 24%[10 µM]
CCc1ccc(C(=O)Cn2cnc3cc([N+](=O)[O-])ccc3c2=O)cc1 | ? | 0% | . | -24% | i | 12% | -4% | 23%[10 µM]
Cc1onc(C(=O)Nc2sc3c(c2C(N)=O)CCCC3)c1[N+](=O)[O-] | . | -1% | . | 1% | -5% | -1% | 1% | 30%[10 µM]
COc1ccc(S(=O)(=O)n2nc(OC(=O)C3CCCCC3)cc2N)cc1 | ? | -17% | 6% | -20% | -10% | -6% | 2% | -33%
Cc1c2cnn(-c3ccccc3)c(=O)c2c(C)n1CC(=O)NCc1ccc(Cl)cc1 | -1% | 4% | . | -10% | . | -7% | -2% | .
CC(C)CNS(=O)(=O)c1cc(C(=O)N2CCOCC2)c(Cl)cc1Cl | -3% | -8% | . | 4% | -16% | 9% | 0% | 11%
COc1ccc(CCN2CC(C(=O)Nc3cccc(C(C)=O)c3)CC2=O)cc1OC (configuration not stated) | -3% | -6% | . | -2% | -4% | 8% | 4% | -37%[inhibitor]
CC(C)C[C@@H](CC(=O)N[C@H](CC(=O)N[C@@H]1CCNC[C@H]1C(=O)N[C@H](CC(=O)N[C@@H](CCC(=O)O)CC(=O)O)Cc1c[nH]c2ccccc12)C(C)C)NC(=O)[C@@H]1CCCC[C@H]1N | -13% | -5% | . | -12% | 3% | 2% | 0% | -10%[1.9 µM]
CCOc1ccc(C(=O)Nc2ccc(-c3nc4cc(C(C)C)ccc4o3)cc2)cc1Cl | ? | 8% | . | -3% | . | ? | 10% | .
CC(C)CNC(=S)NC(=O)c1ccc(F)cc1 | 3% | 0% | 11% | 6% | 1% | 2% | 0% | -10%[10 µM]
Cc1ccc(NC(=O)c2cnn3c(C(F)F)cc(-c4ccccc4)nc23)cc1F | -6% | 1% | . | -10% | . | -9% | 3% | .
CCSc1nc2c([nH]c3ccccc32)c(=O)n1-c1ccc(OC)cc1 | 3% | 3% | . | -6% | . | -14% | -2% | .
O=C(COc1ccc2ccccc2c1CN1CCOCC1)N1CCc2ccccc21 | -9% | 2% | -3% | 0% | -4% | 0% | 0% | -7%
Cc1cc(C(F)(F)F)nc(SCC(=O)Nc2cc(C)on2)n1 | 1% | -1% | 0% | -3% | -3% | -2% | -4% | -10%
Cc1ccc(Cl)cc1N1CCN(C(=O)c2c(C)oc3ncnc(N4CCOCC4)c23)CC1 | -6% | -2% | . | -7% | . | 0% | 2% | .
COc1ccc(/C=C/C(=O)NCc2cn(C)nc2C)cc1COc1ccc(Cl)cc1Br | -11% | 8% | 3% | -17% | 1% | 0% | 1% | -22%

Shown with values under each structure: part of the list above
Results follow in this order: Tau fibril ThT	TRb-SRC2 inh	L3MBTL1 block	Tau fluor cs	RECQ1 inh	Tau fibril FP	TexasRed fluor	HTT ATP protect
> CC(C)CNS(=O)(=O)c1cc(C(=O)N2CCOCC2)c(Cl)cc1Cl
    -3%	-8%	.	4%	-16%	9%	0%	11%
> Cc1ccc(NC(=O)c2cnn3c(C(F)F)cc(-c4ccccc4)nc23)cc1F
    -6%	1%	.	-10%	.	-9%	3%	.

Record cards (already shown).
CCSc1nc2c([nH]c3ccccc32)c(=O)n1-c1ccc(OC)cc1 as listed: Tau fibril ThT = 3%; TRb-SRC2 inh = 3%; L3MBTL1 block = .; Tau fluor cs = -6%; RECQ1 inh = .; Tau fibril FP = -14%; TexasRed fluor = -2%; HTT ATP protect = .
CCOc1ccc(C(=O)Nc2ccc(-c3nc4cc(C(C)C)ccc4o3)cc2)cc1Cl as listed: Tau fibril ThT = ?; TRb-SRC2 inh = 8%; L3MBTL1 block = .; Tau fluor cs = -3%; RECQ1 inh = .; Tau fibril FP = ?; TexasRed fluor = 10%; HTT ATP protect = .

Screening results (PubChem)
